Screening results: PubChem BioAssay, National Center for Advancing Translational Sciences (NCATS)
TDP-43 yeast inh = qHTS of TDP-43 Inhibitors. Potency, µM (top dose mostly 46.1 µM), without a hit: top-dose growth rescue (activation), hits mostly activators. AID 652104, 2013. TDP-43 expressing yeast growth rescue, BacTiter-Glo, 24 h. 1.8% of 410,000 active; note: potency is the fitted concentration of half-maximal effect; % of control where 0% means no effect; nearly all actives have a fitted effect of over 50% in size
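Growth rescue of TDP-43-toxic yeast measured as ATP luminescence (BacTiter-Glo). Cells grown to mid-log in raffinose, induced in galactose at OD600=0.02, exposed to compound 24 hr at 30 deg C.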
PTHR1 ag = qHTS for PTHR1 Agonists: Primary Screen; Parathyroid hormone/parathyroid hormone-related peptide receptor (Homo sapiens), Q03431; HEK293 GP2 PTHR1 cells, GloSensor cAMP luminescence, 1 h; Potency, µM (top dose mostly 115 µM), for inactives: top-dose activation, usual class: activators; 0.075% of 410,000 active; AID 743266, 2014; note: potency is the fitted concentration of half-maximal effect; nearly all actives have a fitted effect of over 55% in size; some results filed as inactive show a strong effect at the top dose; inactives centre near -15; many of its hits are not listed in these tables
Target sequence (Q03431 whole entry, looked up): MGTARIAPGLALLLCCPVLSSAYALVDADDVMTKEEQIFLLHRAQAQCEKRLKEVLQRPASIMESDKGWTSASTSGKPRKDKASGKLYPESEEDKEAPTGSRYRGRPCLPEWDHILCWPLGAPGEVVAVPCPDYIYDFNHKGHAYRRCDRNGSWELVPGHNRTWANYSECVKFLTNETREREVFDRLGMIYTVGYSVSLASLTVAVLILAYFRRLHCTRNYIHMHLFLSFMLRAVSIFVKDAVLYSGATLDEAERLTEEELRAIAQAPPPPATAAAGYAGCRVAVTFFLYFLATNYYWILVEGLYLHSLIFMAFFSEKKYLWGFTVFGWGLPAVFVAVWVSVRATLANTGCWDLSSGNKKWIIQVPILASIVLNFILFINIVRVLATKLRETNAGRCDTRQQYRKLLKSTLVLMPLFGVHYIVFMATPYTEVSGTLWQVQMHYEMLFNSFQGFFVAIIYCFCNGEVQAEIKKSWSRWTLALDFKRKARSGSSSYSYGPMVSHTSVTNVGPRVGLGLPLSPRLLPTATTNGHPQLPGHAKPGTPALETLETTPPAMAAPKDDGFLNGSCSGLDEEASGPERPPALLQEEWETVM
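HEK-293-derived GP2 cells expressing PTHR1 and a GloSensor cAMP reporter, 3,000/well, plated overnight, given luciferin plus IBMX (each 0.5 mM as added) for 1 h at 37 °C, then compound for 1 h at 37 °C. Luminescence was read after 15 min at room temperature.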
Abeta yeast res = qHTS for compounds that reverse cellular toxicity of Amyloid beta (A-beta) peptide in yeast: Primary Screen. Potency, µM (series often up to 46.1 µM), without a hit: top-dose growth rescue, usual class: activators. 0.063% of 410,000 active. AID 1347071, 2019. yeast expressing A-beta42, growth rescue, OD600, 48 h; response scale: 0% DMSO, 100% iron-clioquinol control; note: potency is the fitted concentration of half-maximal effect; nearly all actives have a fitted effect of over 55% in size
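Yeast growth medium received pinned compounds, then yeast cells expressing toxic A-beta were added; plates incubated at 30 C for 48 hr. Growth read as absorbance at 600 nm, normalized to DMSO and equimolar FeCl3 plus clioquinol controls.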
pAkt inh = HTS Assay for Inhibitors of Akt Phophorylation: Primary Screen; Neuro2A IGF-stimulated pAkt S473 HTRF, 20 min; hits give low values; activity change, % for hits at 50 µM; 0.32% of 360,000 active; AID 651550, 2012; in the data active = activity change below about -80%; inconclusive = mostly about -51% to -80%; note: % is set by controls: 0 for no effect and ±100 for the full control effect
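Neuro2A cells (4,500/well, DMEM with 0.5% FBS) were treated with compound at a single 50 µM final concentration, stimulated with 6 nM IGF for 20 min at 37 °C, and lysed. Phospho-Akt Ser473 was read by HTRF as 665/615 ratio ×10^4.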
MmCpn inh = Inhibitors of TCP-1 ring complex (TRiC) of Methanococcus maripaludis (MmCpn): qHTS; purified Mm-Cpn ATPase, ADP Transcreener TR-FRET; Chaperonin Mm-Cpn (Methanococcus maripaludis); Potency, µM (series often up to 76.9 µM), inactives show at the top dose activity, negative = inhibition, most hits filed as inhibitors; 0.031% of 330,000 active; note: potency is the fitted concentration of half-maximal effect; % is set by controls: 0 for no effect and ±100 for the full control effect; nearly all actives have a fitted effect of over 80% in size
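ATPase turnover read by TR-FRET ADP competition (Eu cryptate antibody/ADP-d2, 665/590 nm): 10uM ATP final, 25nM Mm-CPN final, 30 min 37degC after 10-min compound preincubation, pH 7.4 Tris/KCl/MgCl2/DTT buffer.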
aSyn yeast inh = qHTS of alpha-syn Inhibitors. 0.14% of 370,000 active. Potency, µM (series often up to 46.1 µM), without a hit: at the top dose growth rescue (activation), usual class: activators. Yeast expressing alpha-synuclein, growth rescue, BacTiter-Glo, 24 h; note: potency is the fitted concentration of half-maximal effect; % of control where 0% means no effect; nearly all actives have a fitted effect of over 65% in size
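Screening used galactose-induced yeast with toxic alpha-synuclein levels, exposed to compound for 24 hr at 30 deg C. Cell growth, read with BacTiter-Glo luminescence, gave the measured signal.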
GLP1R inv ag = qHTS of GLP-1 Receptor Inverse Agonists (Inhibition Mode). Glucagon-like peptide 1 receptor (Homo sapiens), P43220. HEK293 GLP-1R CRE-luciferase, luminescence, 24 h; GLP-1R form is constitutively active. Potency, µM (highest dose often 38.3 µM), inactives show top-dose activity change, negative = inhibition, most hits filed as inhibitors. 1.6% of 410,000 active; note: potency is the fitted concentration of half-maximal effect; % is set by controls: 0 for no effect and ±100 for the full control effect; nearly all actives have a fitted effect of over 55% in size
Target sequence (P43220 whole entry, looked up): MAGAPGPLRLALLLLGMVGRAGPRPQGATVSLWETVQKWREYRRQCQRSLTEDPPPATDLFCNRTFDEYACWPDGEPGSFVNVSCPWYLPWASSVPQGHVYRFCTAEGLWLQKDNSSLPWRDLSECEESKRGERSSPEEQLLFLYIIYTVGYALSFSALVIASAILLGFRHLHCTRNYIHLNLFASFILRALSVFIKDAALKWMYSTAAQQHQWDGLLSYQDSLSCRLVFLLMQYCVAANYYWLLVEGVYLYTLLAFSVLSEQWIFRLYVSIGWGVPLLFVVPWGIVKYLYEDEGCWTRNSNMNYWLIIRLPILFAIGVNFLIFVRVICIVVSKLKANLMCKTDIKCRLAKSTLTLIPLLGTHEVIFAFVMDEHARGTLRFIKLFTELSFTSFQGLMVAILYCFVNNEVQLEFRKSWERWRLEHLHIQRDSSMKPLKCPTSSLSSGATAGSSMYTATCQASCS
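Cells are plated, allowed 12 hours at 37 deg C, then treated with compounds for 24 hr before luciferase detection reagent is added and luminescence is read after 12 min at room temperature. The HEK293 line carries constitutively active GLP-1R with a cAMP-responsive reporter.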
GLP1R cytotox = qHTS of GLP-1 Receptor Inverse Agonists: Cytotox Screen. HEK293 cAMP-luciferase reporter cells, luminescence, 24 h. Potency, µM (highest dose often 38.3 µM), for inactives: at the highest dose activity change, negative = inhibition, most hits filed as inhibitors. 0.13% of 410,000 active;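 note: loss of luciferase light is scored as toxicity; potency is the fitted concentration of half-maximal effect; % is set by controls: 0 for no effect and ±100 for the full control effect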
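Quantitative HTS format, 1536 wells, 200 cells/uL seeded. Compounds: 23 nL, 24 h, 37 °C. Detection: luciferase reagent, luminescence at 12 min RT; decreased signal taken as cytotoxic.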
FUS suppressor = qHTS for Suppressors of FUS Proteinopathy: Primary screen using FUS-linked yeast assay | S. cerevisiae FUS-expressing, growth rescue, OD600, 24 h | Potency, µM (doses to about 76.6 µM), without a hit: at the highest dose growth rescue (activation), hits mostly activators | 0.24% of 390,000 active | AID 1347120, 2019;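 note: potency is the fitted concentration of half-maximal effect; plate controls were DMSO vehicle for no effect and reference control for full effect; nearly all actives have a fitted effect of over 55% in size; some results filed as inactive show a strong effect at the top dose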
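Compound concentration series was pinned onto galactose-induced FUS-expressing yeast seeded at OD 0.005. Plates sat 24hr at 30C; absorbance at 600 nm gave growth. DMSO served as background control.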
The depositor's hits bear a star; i = inactive; u = inconclusive; x = not tested or not shown; [ ] = dose if it differs, or a comment. Unless noted, calls come from the whole dose curve; as a rule, active = well fitted curve in the direction sought with a large enough effect; inconclusive = small, poorly fitted or top-dose-only effect, or another doubt; inactive = no such curve, though single readings can be large; an effect the other way counts as inactive or inconclusive.

SMILES	TDP-43 yeast inh	PTHR1 ag	Abeta yeast res	pAkt inh	MmCpn inh	aSyn yeast inh	GLP1R inv ag	GLP1R cytotox	FUS suppressor
Cc1ccc(-c2cc(Cc3ccc(N(C)C)cc3)c(=O)[nH]n2)cc1	-3%	-72%[inhibitor]	-95%[inhibitor]	i	-1%	1%	18%	10%	-11%
Cc1cc(=O)[nH]c(SCc2nnnn2-c2ccc(Cl)cc2)n1	u	i	4%	i	1%	0%	12%	-15%	x
Cc1noc(C)c1C(=O)N1CCC1(C)C(=O)NS(=O)(=O)c1ccc(Br)cc1 (configuration not stated)	22%	-15%	14%	i	x	-3%	5%	7%	-16%
COc1cccc(NC(=O)c2oc3ccc(S(=O)(=O)N4CCC5(CC4)OCCO5)cc3c2C)c1	17%	-33%[inhibitor]	-6%	x	x	x	u	-21%	u
Cc1ccccc1OCC(=O)Nc1ccc(NC(=O)c2ccco2)cc1	0%	-2%	-9%	i	0%	u	-27%	-1%	6%
Nc1c(N)c2ccccc2oc1=O	-2%	-14%[57.5 µM]	11%	i	-2%	1%	20%	3%	4%
COc1ccc(C(=O)Oc2cc(C)c(CN3CCOCC3)cc2C)cc1OC	-19%	-11%	3%	i	1%	4%	-11%	4%	5%
O=C(CCC(=O)N(CC(=O)NC1CCCCC1)c1ccc(F)cc1)Nc1ccccn1	-14%	i	-20%	i	1%	7%	1%	20%	8%
O=C(c1ccc(Cl)nc1)N1CCN(S(=O)(=O)c2ccc(Cl)cc2)CC1	-9%	-44%[inhibitor]	-22%	i	0%	-1%	-20%	8%	10%
Cc1ccc(OC(=O)COc2ccccc2C)cc1	-7%	i	0%	i	2%	-1%	-1%	-2%	-7%
O=C(c1ccccc1)N1CCN(c2ccccc2)CC1	-4%	-6%	-4%	i	x	-3%	1%	-2%	10%
COc1ccc(OC)c(NC(=O)CSc2nnc(CNc3ccc(F)cc3)o2)c1	0%	-6%	12%	i	1%	12%	8%	-1%	8%
O=C1CC(=O)Nc2cc(S(=O)(=O)N3CCN(c4ccc([N+](=O)[O-])cc4)CC3)ccc2N1	8%	-7%	-7%	x	3%	-16%	2%	-20%	4%
COc1cc(/C=N\Nc2cc(=O)n(C)c(=O)n2C)ccc1O	7%	i	14%	i	1%	-1%	15%	-1%	9%
CN(CC(=O)NCc1ccco1)CC(=O)Nc1ccc(F)c(F)c1F	-3%	i	-2%	i	-3%	4%	-10%	-4%	-7%
Cc1ccc(-c2nc(CN3CCCCC3c3cccc(F)c3)c(C)o2)o1 (configuration not stated)	26%	i	2%	i	0%	8%	u	-2%	26%
Cc1cc2oc(C(=O)Nc3c(C)n(C)n(-c4ccccc4)c3=O)c(C)c2cc1Cl	11%	-32%[inhibitor]	-7%	i	1%	8%	u	-20%	x
COc1ccc(-c2n[nH]c3c2CN(C(=O)c2ccc(OC)c(OC)c2)CC3)cc1	5%	-18%	x	i	0%	-5%	-16%	17%	18%
Cc1ccc(NS(=O)(=O)c2ccc(C(=O)N3CCOCC3)cc2)cc1	6%	i	-7%	i	2%	-5%	-9%	-7%	4%
O=S(=O)(c1ccc(F)cc1)N1CCN(S(=O)(=O)c2cc(F)ccc2F)CC1	21%	-3%	-9%	i	0%	-1%	8%	5%	-16%
c1ccc(C2CCC(N3CCNCC3)CC2)cc1 (configuration not stated)	22%	i	0%	i	-2%	-1%	-23%	-1%	x
Cc1ccc(C)c(COC(=O)c2cccc(S(=O)(=O)N3CCCC3)c2)c1	1%	i	6%	i	3%	12%	u	23%	17%
O=C(O)c1ccc(CN2C(=O)CSC2=S)cc1	18µM*	i	-23%	i	1%	13µM*	10%	-11%	38%
COC(=O)c1c(NC(=O)Cc2coc3cc(C)cc(C)c23)sc2c1CCC2	7%	-1%	-12%	x	x	x	4%	-5%	-16%
S=C(NCc1ccco1)Nc1ccccn1	-11%[0.397 µM]	i	u	i	6%	0%	u	u	-5%
CC(=O)Nc1ccc(NS(=O)(=O)c2ccc3[nH]c4c(c3c2)CCCCC4)cc1	16%	-47%[inhibitor]	-17%	x	x	-6%	-13%	-10%	-7%
Cc1onc(-c2ccccc2)c1C(=O)NCc1cccs1	1%	-5%[57.5 µM]	5%	i	-2%	-4%	-18%	14%	9%
O=C(NCC(=O)N1CCN(c2ccc([N+](=O)[O-])cc2)CC1)c1ccco1	-22%	-9%	0%	i	0%	-6%	21%	u	22%
CCOc1ccc2nc(NC(=O)C3=NN(c4ccccc4)C(=O)CC3)sc2c1	1%	-9%	7%	i	-2%	3%	0%	3%	-9%
C[C@H](NC(=O)OC(C)(C)C)c1nnc(SCc2ccc(Cl)cc2Cl)o1	u	-26%	5%	x	x	15%	u	3%	6%

Compounds from the list above that have a Cl atom (4):
SMILES	TDP-43 yeast inh	PTHR1 ag	Abeta yeast res	pAkt inh	MmCpn inh	aSyn yeast inh	GLP1R inv ag	GLP1R cytotox	FUS suppressor
Cc1cc(=O)[nH]c(SCc2nnnn2-c2ccc(Cl)cc2)n1	u	i	4%	i	1%	0%	12%	-15%	x
O=C(c1ccc(Cl)nc1)N1CCN(S(=O)(=O)c2ccc(Cl)cc2)CC1	-9%	-44%[inhibitor]	-22%	i	0%	-1%	-20%	8%	10%
Cc1cc2oc(C(=O)Nc3c(C)n(C)n(-c4ccccc4)c3=O)c(C)c2cc1Cl	11%	-32%[inhibitor]	-7%	i	1%	8%	u	-20%	x
C[C@H](NC(=O)OC(C)(C)C)c1nnc(SCc2ccc(Cl)cc2Cl)o1	u	-26%	5%	x	x	15%	u	3%	6%

Carrying on:
SMILES	TDP-43 yeast inh	PTHR1 ag	Abeta yeast res	pAkt inh	MmCpn inh	aSyn yeast inh	GLP1R inv ag	GLP1R cytotox	FUS suppressor
CCOC(=O)NC(Nc1ccc(S(N)(=O)=O)cc1)(C(=O)OCC)C(F)(F)F (configuration not stated)	-3%	u	2%	i	0%	0%	15%	-2%	-18%
COc1c2ccc(C(=O)NCCCCc3ccccc3)cc2nn1C	16%	-6%	4%	i	0%	3%	7%	4%	-5%
COc1ccc2cc(CCNS(=O)(=O)c3ccc(C)cc3)c(=O)[nH]c2c1	11%	-28%	3%	x	x	x	7%	-1%	1%
O=C(COC(=O)Cc1ccsc1)Nc1ccc(Cl)cc1F	u	i	-10%	i	2%	9%	0%	1%	-2%
O=C(N/N=C/c1ccncc1)c1nn(Cc2ccccc2)c(=O)c2ccccc12	-7%	-23%	8%	i	0%	-2%	-1%	11%	27%
CC(C)CC(=O)c1c[nH]c(C(=O)NCc2cccs2)c1	-1%	i	-5%	i	0%	-1%	7%	-3%	21%
CCOCCCNC(=O)C(NC(=O)CNC(C)=O)c1ccc(Cl)cc1 (configuration not stated)	5%	i	7%	i	0%	8%	-25%	-3%	-12%
COc1ccccc1C(=O)NNC(=O)C(=O)Nc1ccc(C)cc1	9%	-5%	13%	i	2%	7%	u	u	18%
COc1ccc(/C=C/C(=O)OCC(=O)c2c(C)[nH]c3ccccc23)cc1OC	5%	i	2%	i	0%	0%	7%	-8%	x
COc1ccccc1-n1nnnc1SCC(=O)Nc1ccccn1	22%	i	19%	i	-1%	-6%	7%	6%	12%
CC12CC3CC(C)(C1)CC(C(O)CN1CCOCC1)(C3)C2 (configuration not stated)	15%	-11%	-3%	i	-3%	0%	u	2%	-15%
CC[C@@]12C(=O)N(c3ccccc3)C(=O)N1[C@H](c1cccc(C)c1)[C@@H]1C(=O)N(Cc3ccccc3)C(=O)[C@@H]12	-6%	i	-6%	i	1%	-9%	-23%	9%	u
O=C(CSc1nnc2ccccn12)Nc1cccc(-c2nc3ccccc3s2)c1	-5%	i	27%	i	1%	-6%	29%	-5%	-9%
COc1ccc(S(=O)(=O)NCC(c2cccs2)S(=O)(=O)c2ccc(C)cc2)cc1F (configuration not stated)	14%	-32%[inhibitor]	-9%	x	x	x	-7%	-8%	26%
CCCN1CCc2c(sc(NC(=O)CCS(=O)(=O)c3ccccc3)c2C(N)=O)C1	-27%	5%	-20%	i	-1%	-2%	u	46%[activator]	x
COc1ccccc1CN1C(=O)C(=O)c2cccc(C)c21	14%	-20%	2%	x	x	x	9%	5%	-5%
O=C(c1cccc([N+](=O)[O-])c1)N1CCN(Cc2ccc3c(c2)OCO3)CC1	-3%[9.22 µM]	-3%	-2%	i	-3%	1%	13%[7.66 µM]	3%[7.66 µM]	7%

Three successive entries already listed, for reference:
SMILES	TDP-43 yeast inh	PTHR1 ag	Abeta yeast res	pAkt inh	MmCpn inh	aSyn yeast inh	GLP1R inv ag	GLP1R cytotox	FUS suppressor
CCCN1CCc2c(sc(NC(=O)CCS(=O)(=O)c3ccccc3)c2C(N)=O)C1	-27%	5%	-20%	i	-1%	-2%	u	46%[activator]	x
COc1ccccc1CN1C(=O)C(=O)c2cccc(C)c21	14%	-20%	2%	x	x	x	9%	5%	-5%
O=C(c1cccc([N+](=O)[O-])c1)N1CCN(Cc2ccc3c(c2)OCO3)CC1	-3%[9.22 µM]	-3%	-2%	i	-3%	1%	13%[7.66 µM]	3%[7.66 µM]	7%

Only part of the results is shown (hit frequency here may not be typical).
